Anesthetic bind: binds horse apoferritin like a general anesthetic | P02791 | apoferritin/1-aminoanthracene competitive binding, fluorescence | Potency, µM (titrated, usually from 77.5 µM), without a hit: top-dose activity change, negative = displacement, most hits filed as inhibitors | 350,000 compounds, 0.074% hits | AID 485281; further: on the % scale 0 is the no-effect control and ±100 the full control effect; nearly all actives have a fitted effect of over 20% in size
Target sequence (P02791 2-175 limits assumed): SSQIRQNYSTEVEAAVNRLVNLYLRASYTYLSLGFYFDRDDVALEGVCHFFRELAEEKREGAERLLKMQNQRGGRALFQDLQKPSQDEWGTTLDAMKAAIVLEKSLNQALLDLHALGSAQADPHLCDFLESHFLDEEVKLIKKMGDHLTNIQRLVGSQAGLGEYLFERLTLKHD
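Read-out: endpoint 1-AMA fluorescence, excitation 380 nm and emission 535 nm, after compounds sit 10 min at room temperature with 10 uM horse-spleen apoferritin in 50% saturated 1-AMA/PBS. Values come from four-parameter Hill fits.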
BAZ2B inh: blocks human BAZ2B. Potency, µM (highest dose often 114 µM), for the others: at the highest dose activity change, negative = inhibition, usual class: inhibitors. AlphaScreen BAZ2B-H3K14Ac peptide displacement. 360,000 compounds, 4.4% hits; further: on the % scale 0 is the no-effect control and ±100 the full control effect; nearly all actives have a fitted effect of over 60% in size
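Complex of BAZ2B and biotin-H3K14Ac (50 nM apiece) forms over 30 min at RT, then faces library compounds up to 110 uM for another 30 min; AlphaScreen beads added, 20 min dark incubation, luminescence read.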
Pol kappa inh: inhibitors of human DNA polymerase kappa; Q9UBT6; purified Pol kappa, fluorescent DNA synthesis assay, 10 min; Potency, µM (series often up to 107 µM), without a hit: top-dose activity, negative = inhibition, most hits filed as inhibitors; 400,000 compounds, 0.53% hits; AID 588579; further: on the % scale 0 is the no-effect control and ±100 the full control effect
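10 nM Pol kappa was preincubated with compounds for 15 min at room temperature. Reaction started with 50 nM (final) substrate. Fluorescence read kinetically at 0 and 10 min.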
BLM inh: Bloom syndrome helicase (human) inhibition; P54132; recombinant BLM DNA unwinding, fluorescence dequenching; Potency, µM (series often up to 56.1 µM), for inactives: top-dose activity change, negative = inhibition, usual class: inhibitors; 350,000 compounds, 0.2% hits;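 further: plate controls were vehicle for no effect and no enzyme for full effect; nearly all actives have a fitted effect of over 35% in size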
APEX1 inh: APE1 (human) endonuclease inhibition; P27695; recombinant APE1, TAMRA/BHQ-2 abasic DNA cleavage fluorescence; Potency, µM (series often up to 65.8 µM), inactives show top-dose activity change, negative = inhibition, actives largely listed as inhibitors; 350,000 compounds, 0.35% hits; AID 2517;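 further: plate controls were vehicle for no effect and reference inhibitor for full effect; nearly all actives have a fitted effect of over 55% in size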
Target sequence (P27695 whole entry, looked up): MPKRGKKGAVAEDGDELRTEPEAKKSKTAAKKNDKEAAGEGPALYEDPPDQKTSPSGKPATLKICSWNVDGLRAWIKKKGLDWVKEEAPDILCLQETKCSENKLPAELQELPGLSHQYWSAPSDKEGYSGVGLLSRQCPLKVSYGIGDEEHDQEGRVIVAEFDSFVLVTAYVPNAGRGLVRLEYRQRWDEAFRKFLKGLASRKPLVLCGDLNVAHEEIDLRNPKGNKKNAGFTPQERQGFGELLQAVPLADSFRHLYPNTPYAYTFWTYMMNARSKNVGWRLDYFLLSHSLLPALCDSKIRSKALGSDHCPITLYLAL
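Quantitative HTS: incision of a TAMRA/BHQ-2 double-stranded substrate bearing a tetrahydrofuran abasic site by 0.75 nM APE1 raises fluorescence. Substrate 50 nM final, added after 15 min compound preincubation at room temperature; progress as third-minus-first kinetic read difference.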
POLH inh: inhibitors of human DNA polymerase eta; recombinant Pol eta, fluorescent DNA replication assay; 390,000 compounds, 1.2% hits; Q9Y253; Potency, µM (top dose mostly 114 µM), for the others: top-dose activity change, negative = inhibition, most hits filed as inhibitors; further: on the % scale 0 is the no-effect control and ±100 the full control effect
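Pol eta (10 nM) was preincubated with compounds for 15 min at room temperature, after which fluorescent replication substrate (50 nM final) was added to start the reaction. Fluorescence was read kinetically at 0 and 10 min.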
G9a inh: inhibitors of human histone lysine methyltransferase G9a; Q96KQ7; G9a H3K9 monomethylation, AlphaScreen, 2 h; Potency, µM (highest dose often 102 µM), inactives show at the top dose activity, negative = inhibition, actives largely listed as inhibitors; 350,000 compounds, 8.8% hits; AID 504332; further: on the % scale 0 is the no-effect control and ±100 the full control effect; nearly all actives have a fitted effect of over 75% in size
Target sequence (Q96KQ7 913-1193 limits assumed): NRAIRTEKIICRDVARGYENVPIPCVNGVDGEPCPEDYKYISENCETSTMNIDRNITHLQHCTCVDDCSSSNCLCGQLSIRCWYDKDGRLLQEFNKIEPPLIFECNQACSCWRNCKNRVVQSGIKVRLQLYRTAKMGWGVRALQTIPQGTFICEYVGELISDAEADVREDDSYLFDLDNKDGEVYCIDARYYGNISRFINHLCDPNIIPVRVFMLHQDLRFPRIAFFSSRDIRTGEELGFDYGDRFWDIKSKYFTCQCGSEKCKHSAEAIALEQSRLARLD
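Compounds were preincubated with 20 nM G9a for 15 min, after which biotinylated H3K9 peptide (500 nM) and SAM (20 uM) started a 2 h room-temperature reaction. Monomethylated product was quantified by antibody-based AlphaScreen chemiluminescence.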
POLB inh: DNA polymerase beta (human) inhibition | 340,000 compounds, 1.3% hits | Pol beta primer extension/strand displacement, fluorescence kinetic | AID 485314 | P06746 | Potency, µM (series often up to 114 µM), inactives show top-dose activity change, negative = inhibition, actives largely listed as inhibitors; further: on the % scale 0 is the no-effect control and ±100 the full control effect
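Kinetic readout of DNA synthesis with strand displacement by Pol beta. Compound and 10 nM enzyme sit 15 min at room temperature; 50 nM substrate starts the reaction, read immediately and at 10 min.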
POLI inh: blocks human DNA polymerase iota activity. Q9UNA4. Pol iota fluorescent replication assay, 10 min. Potency, µM (highest dose often 115 µM), for inactives: at the top dose activity, negative = inhibition, usual class: inhibitors. 390,000 compounds, 1% hits. AID 588590
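Pol iota at 10 nM preincubated 15 min with compounds at room temperature; reaction started with fluorescent substrate, 50 nM final. Fluorescence read kinetically at 0 and 10 min; buffer-only wells as negative control.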
The depositor's hits bear a star; ? = inconclusive; . = no result given; [ ] = another dose, or the depositor's remark. The call rests on the fitted dose curve; in most records, active means well fitted curve in the direction sought with a large enough effect; inconclusive means small, poorly fitted or top-dose-only effect, or another doubt; inactive means no such curve, though single readings can be large; an effect the other way counts as inactive or inconclusive. Potency means the concentration at half of the fitted maximal effect.

Anesthetic bind | BAZ2B inh | Pol kappa inh | BLM inh | APEX1 inh | POLH inh | G9a inh | POLB inh | POLI inh | mol
-10% | ? | -5% | -8% | 2% | -19% | ? | -1% | -1% | COc1ccc(N2CCN(S(=O)(=O)c3ccc4c(c3)OCCO4)CC2)cc1
. | . | -8% | . | -10% | -10% | . | . | 21% | COc1ccc2[nH]c3c(c2c1)CCN1C(=O)C(CC(=O)NC/C=C(\C)CCC=C(C)C)C[C@H](C(=O)N2CCOCC2)[C@@]31CCC1CCCC1 (stereo partly specified)
2% | -4% | -4% | 0% | . | -24% | -3%[59 µM] | -26% | 7% | CC(=O)N1CCC(N(Cc2ccc(C)o2)C(=O)Nc2ccccc2F)CC1
-10% | 6% | -2% | -4% | 2% | -11% | 16%[59 µM] | 2% | 20% | COC(=O)CCN(C(=O)c1cccc(OC(C)=O)c1)c1ccccn1
34%[activator] | -18% | -5% | 3% | 1% | 25% | 71µM* | 5% | -5% | Cn1c(=O)[nH]c(=O)c2c1nc(N1CCCCC1)n2C/C=N/Nc1ccc(C(=O)O)cc1
3% | -37% | 1% | -1% | 1% | -14% | 1.3µM* | ? | 1% | NNc1ccc(Cl)c(C(=O)O)c1
. | 1% | -4% | . | -7% | -16% | 5%[0.501 µM] | . | -7% | C=CC[C@]12CCc3sccc3C1N(c1ccc(C(=O)OCC)cc1)C2=O (stereo partly specified)
1% | -15% | -12% | -2% | -3% | -12% | 4% | -16% | 6% | CSC1=NCCN1C(=O)Cc1cccc2ccccc12
-4% | 6% | 0% | 3% | 19% | 2% | -3% | 1% | 5% | N#Cc1ccccc1Sc1ccccc1C(=O)OCC(=O)NC1CCCCC1
-10% | 3% | -9% | -3% | -1% | -7% | -20% | 78% | 4% | CCCCNC(=O)Nc1ccon1
-6% | 11% | -8% | -3% | -1% | -5% | ? | -1% | -2% | COC(=O)c1ccc(CNC(=O)COc2ccccc2Br)o1
3% | 12% | 3% | 31%[activator] | -9% | 0% | -10%[0.501 µM] | ? | -10% | CCN(CC)CCCNC(=S)N(CCCO)Cc1cc2cc3c(cc2[nH]c1=O)OCO3
? | -1% | -2%[60.1 µM] | -2% | . | 5% | 16%[59 µM] | ? | 1% | Cc1ccc(CNC(=O)C(=O)Nc2c3c(nn2-c2ccc(F)cc2)CSC3)cc1
-2% | . | 0% | -2% | 11% | -9% | -3% | 45% | -4% | Cc1ccc(S(=O)(=O)NCC(c2cccnc2)N2CCOCC2)cc1 (stereo unspecified)
-2% | -12% | -2% | -3% | 5% | -12% | -1% | 18% | 106%[activator] | CCCN(Cc1ccccc1)C(=S)Nc1cccc(C)c1C

Random excerpt: three compounds from above, in no set order.
Anesthetic bind | BAZ2B inh | Pol kappa inh | BLM inh | APEX1 inh | POLH inh | G9a inh | POLB inh | POLI inh | mol
? | -1% | -2%[60.1 µM] | -2% | . | 5% | 16%[59 µM] | ? | 1% | Cc1ccc(CNC(=O)C(=O)Nc2c3c(nn2-c2ccc(F)cc2)CSC3)cc1
-10% | 3% | -9% | -3% | -1% | -7% | -20% | 78% | 4% | CCCCNC(=O)Nc1ccon1
34%[activator] | -18% | -5% | 3% | 1% | 25% | 71µM* | 5% | -5% | Cn1c(=O)[nH]c(=O)c2c1nc(N1CCCCC1)n2C/C=N/Nc1ccc(C(=O)O)cc1

Ordered by formula weight (highest first): some entries from above
Anesthetic bind | BAZ2B inh | Pol kappa inh | BLM inh | APEX1 inh | POLH inh | G9a inh | POLB inh | POLI inh | mol
3% | 12% | 3% | 31%[activator] | -9% | 0% | -10%[0.501 µM] | ? | -10% | CCN(CC)CCCNC(=S)N(CCCO)Cc1cc2cc3c(cc2[nH]c1=O)OCO3
? | -1% | -2%[60.1 µM] | -2% | . | 5% | 16%[59 µM] | ? | 1% | Cc1ccc(CNC(=O)C(=O)Nc2c3c(nn2-c2ccc(F)cc2)CSC3)cc1
-10% | ? | -5% | -8% | 2% | -19% | ? | -1% | -1% | COc1ccc(N2CCN(S(=O)(=O)c3ccc4c(c3)OCCO4)CC2)cc1

Remaining list, next part
Anesthetic bind | BAZ2B inh | Pol kappa inh | BLM inh | APEX1 inh | POLH inh | G9a inh | POLB inh | POLI inh | mol
-4% | 4% | 1% | -10% | -1% | 2% | -3%[59 µM] | -10% | -5% | Clc1ccc(Cl)c(OCCN2CCOCC2)c1
-12% | 0% | -4% | -11% | -4% | -5% | 30% | 29% | 19% | COc1ccccc1N1CCN(C(=O)C2CCC(CNS(=O)(=O)c3ccc(NC(C)=O)cc3)CC2)CC1 (stereo unspecified)
-13% | -6% | 0% | -1% | -5% | -2% | . | 24% | 142%[activator] | O=C(Cc1ccccc1)Nc1cccc(NC(=O)c2ccccc2)c1
7% | 17% | -13% | -8% | . | -3% | -3%[59 µM] | 13% | 6% | O=C(COC(=O)c1cc(-c2cccs2)nc2ccccc12)c1ccc(Cl)cc1
-1% | 0% | 0% | 0% | 22% | 5% | -9%[12.7 µM] | 21% | 35%[activator] | Cn1c(-c2ccccc2)nc2cnccc21
-8% | -11% | 1% | 1% | -4% | -21% | 3% | -18% | ? | Cc1cc(-c2nc3ncccc3o2)ccc1NC(=S)NC(=O)C(C)C
-11% | 3% | -9% | 6% | ? | -2% | 4% | -2% | ? | CCOC(=O)N1CCC(N2Cc3cccc(C(=O)N4CC(C)CC(C)C4)c3C2=O)CC1 (stereo unspecified)
-8% | -6% | -8% | -3% | 2% | -9% | -10% | -1% | 3% | CC(=O)Nc1cc(C(F)(F)F)ccc1OCC1CCCO1 (stereo unspecified)
-4% | -18% | -3% | -2% | 4% | 2% | 8% | -1% | -2% | O=C(N/N=C/c1ccco1)C1(O)c2ccccc2-c2ccccc21
48%[activator] | -1% | -10%[60.1 µM] | -1% | . | -7% | -42%[59 µM] | 3% | ? | CCC(CC)C(=O)Nc1cc(-c2cn3cccnc3n2)ccc1OC
? | -20% | -4% | 37%[activator] | 4% | -3% | -1%[59 µM] | -8% | 10% | COc1ccc2occ(C(=O)c3ccc(N=C(C)N(C)C)cc3)c2c1
-15% | 5% | -2% | -4% | 1% | -5% | -5%[59 µM] | 47% | 22% | CCN(CC)C(=O)c1cc(-c2ccc(Br)cc2)on1
-3% | -7% | -1% | 3% | 3% | -14% | -3% | 26% | 23% | COc1ccc(CN(C(=O)COc2ccccc2)c2ccccc2C(=O)O)cc1
4% | -8% | -12% | 1% | 4% | -11% | -14% | 1% | 167%[activator] | Cc1cc(C(=O)N/N=C2\CCCC(=O)C2)c(C)n1-c1ccccc1
-10% | -25% | -18% | -3% | 4% | -5% | 10µM* | 11% | 13% | O=C(c1ccccc1)c1nn(-c2ccccc2)c2nnc(Cc3ccccc3)c(=O)n12
-6% | -9% | -4% | -2% | 2% | 8% | -4% | -14% | 19% | COC(=O)CCSC(=S)N1CCOCC1
-3% | . | -9%[60.1 µM] | 1% | -3% | . | 31%[59 µM] | . | . | Cc1ccc(CC2(O)CCN(CCOc3ccc(O)cc3)CC2)cc1
? | -18% | -1% | 3% | 4% | 6% | -7% | 4% | 4% | O=C(Cn1cc[n+](CC(=O)c2ccc(Cl)cc2Cl)c1)c1ccc(Cl)cc1Cl
? | -30% | 9% | 7% | 7% | 2% | -43%[59 µM] | -29% | -2% | CCn1cnc2cc(NS(=O)(=O)c3ccc(C)cc3)ccc21
-10% | 4% | -10% | -3% | 19% | 4% | -33%[59 µM] | 37% | 3% | O=C(Nc1ccccc1C(=O)N1CCCC1)C1CCN(c2ncccn2)CC1
. | . | -3% | . | -16% | -21% | . | . | 60%[activator] | COc1ccc(NC(=O)COC(=O)C2CCN(C(=O)c3ccc(Cl)cc3)CC2)c([N+](=O)[O-])c1
10% | -1% | -1% | 4% | 18% | -3% | -46% | 7% | 8% | COc1ccc(/C=C/C(=O)Nc2ccc(N3CCOCC3)cc2)cc1
-7% | -15% | -8% | -7% | -1% | -2% | -30% | 1% | -12% | CC(C)CCNC(=O)CCc1nnc(COc2ccccc2)o1
-2% | ? | 0% | -10% | -2% | -9% | ? | 3% | 21% | CCn1c(C)cc(/C=C2/SC(=O)N(C(C)C(=O)OC)C2=O)c1C (stereo unspecified)
. | 11% | 0% | . | 25% | -3% | -1%[12.7 µM] | . | 12% | CC(C)NS(=O)(=O)c1ccc(NC(=O)C(C)OC(=O)CCC(=O)c2cccs2)cc1 (stereo unspecified)
1% | -9% | 2% | -4% | -4% | -2% | 0%[12.7 µM] | -1% | ? | CCOc1ccc(Nc2nc3ccccc3c(=O)s2)cc1
0% | -14% | -1% | -2% | -5% | -17% | ? | -1% | 80%[activator] | Cc1cc(C(=O)NCc2ccco2)c2ccccc2n1
2% | 10% | 5% | -1% | 18% | -13% | -3%[12.7 µM] | 4% | 39%[activator] | CCOc1cccc(C(=O)Nc2cccc(-c3nnc(-c4ccc(C)cc4)o3)c2)c1
-3% | -8% | 3% | -1% | 4% | -13% | -4%[59 µM] | 30% | -2% | O=C(Cc1nn[nH]n1)c1ccccc1O
5% | 4% | . | -5% | 7% | . | 8.9µM* | 20% | . | Cc1cnc(SCCc2ccncc2)nc1C

High-throughput results (PubChem)

An excerpt. The share of hits here may be higher or lower than overall.
